# Arr AP2 block – inhibitors of human beta-arrestin and AP2 interaction. FITC-arrestin peptide / GST-AP2 beads, flow cytometry; AP2 beta2 appendage carries R879A mutation. inhibition, % at 10 µM. 0.31% of 340,000 active. AID 504490;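 active means inhibition above a set limit, near 3 SD of compounds lacking own fluorescence, cut at about 54% in these data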;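 further: plate controls were DMSO wells for no effect and 5 µM unlabelled arrestin peptide for full effect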
#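 System: GST-tagged AP2 beta2-adaptin appendage (R879A) on 4 µm glutathione beads / Reagent: FITC-arrestin peptide, 50 nM / Detection: HyperCyt-sampled flow cytometry, FL1 channel, ex 488/em 535 nm / Timing: 12 min plus 1 h, RT / Buffer or medium: PBS plus Tween 20 (0.05%) and BSA (0.1%)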
# SR-BI uptake up – SR-BI HDL lipid transfer activation; CHO ldlA[mSR-BI] cells, DiI-HDL uptake fluorescence, 3 h; 100 = double the neutral-control signal; activation, % at 12.5 µM; 0.096% of 320,000 active; AID 504775;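 active means mean replicate activation of at least 60% and every replicate at or above 60%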;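 further: 0% = median plate neutral-control signal and 100% = twice that signal; values of inactives mirror those of a sister screen read the other way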
#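 Assay system: LDL receptor-deficient CHO ldlA cells overexpressing murine SR-BI / Medium: BSA-supplemented, HEPES-buffered Ham's F12, pH 7.4 / Probe or stimulus: DiI-labelled HDL at 10 µg/mL final / Timing: compound with DiI-HDL co-incubation, 3 h at 37 °C / Technique: bottom-read cell fluorescence after medium removal, ex 550/em 595 nm / Measure: HDL uptake via cellular fluorescence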
# dFosB act – enhances mouse delta FosB homodimer DNA binding; 0.99% of 340,000 active; AID 493131; P13346; purified delta FosB, TAMRA-CDK5 oligo fluorescence polarization; percent of positive-control signal above neutral wells; activation, % at 25 µM;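 active means mean activation above about 17%, with every replicate also reaching it, limit read from the data, passing the limit was not always enough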;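 further: fluorescence polarization rise as delta FosB binds a TAMRA Cdk5 AP-1 oligo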
# SR-BI HDL uptake – inhibitors of mouse SR-BI mediated HDL lipid uptake | 0.96% of 320,000 active | ldlA[mSR-BI] CHO cells, DiI-HDL uptake fluorescence, 3 h | inhibition, % at 12.5 µM | AID 488896 | Q61009;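 active means mean replicate inhibition of at least 70% and a set share of replicates each scoring 70 or more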;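 further: 0% = median of neutral control wells and 100% = median of positive control wells; values of inactives mirror those of a sister screen read the other way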
# NSD2 inh – inhibitors of human histone methyltransferase NSD2. O96028. AID 743445. 0.54% of 310,000 active. NSD2 peptide methylation, AlphaScreen, 120 min. inhibition, % at 12.5 µM; in the data active means inhibition above about 50%
# Target sequence (O96028 whole entry, looked up): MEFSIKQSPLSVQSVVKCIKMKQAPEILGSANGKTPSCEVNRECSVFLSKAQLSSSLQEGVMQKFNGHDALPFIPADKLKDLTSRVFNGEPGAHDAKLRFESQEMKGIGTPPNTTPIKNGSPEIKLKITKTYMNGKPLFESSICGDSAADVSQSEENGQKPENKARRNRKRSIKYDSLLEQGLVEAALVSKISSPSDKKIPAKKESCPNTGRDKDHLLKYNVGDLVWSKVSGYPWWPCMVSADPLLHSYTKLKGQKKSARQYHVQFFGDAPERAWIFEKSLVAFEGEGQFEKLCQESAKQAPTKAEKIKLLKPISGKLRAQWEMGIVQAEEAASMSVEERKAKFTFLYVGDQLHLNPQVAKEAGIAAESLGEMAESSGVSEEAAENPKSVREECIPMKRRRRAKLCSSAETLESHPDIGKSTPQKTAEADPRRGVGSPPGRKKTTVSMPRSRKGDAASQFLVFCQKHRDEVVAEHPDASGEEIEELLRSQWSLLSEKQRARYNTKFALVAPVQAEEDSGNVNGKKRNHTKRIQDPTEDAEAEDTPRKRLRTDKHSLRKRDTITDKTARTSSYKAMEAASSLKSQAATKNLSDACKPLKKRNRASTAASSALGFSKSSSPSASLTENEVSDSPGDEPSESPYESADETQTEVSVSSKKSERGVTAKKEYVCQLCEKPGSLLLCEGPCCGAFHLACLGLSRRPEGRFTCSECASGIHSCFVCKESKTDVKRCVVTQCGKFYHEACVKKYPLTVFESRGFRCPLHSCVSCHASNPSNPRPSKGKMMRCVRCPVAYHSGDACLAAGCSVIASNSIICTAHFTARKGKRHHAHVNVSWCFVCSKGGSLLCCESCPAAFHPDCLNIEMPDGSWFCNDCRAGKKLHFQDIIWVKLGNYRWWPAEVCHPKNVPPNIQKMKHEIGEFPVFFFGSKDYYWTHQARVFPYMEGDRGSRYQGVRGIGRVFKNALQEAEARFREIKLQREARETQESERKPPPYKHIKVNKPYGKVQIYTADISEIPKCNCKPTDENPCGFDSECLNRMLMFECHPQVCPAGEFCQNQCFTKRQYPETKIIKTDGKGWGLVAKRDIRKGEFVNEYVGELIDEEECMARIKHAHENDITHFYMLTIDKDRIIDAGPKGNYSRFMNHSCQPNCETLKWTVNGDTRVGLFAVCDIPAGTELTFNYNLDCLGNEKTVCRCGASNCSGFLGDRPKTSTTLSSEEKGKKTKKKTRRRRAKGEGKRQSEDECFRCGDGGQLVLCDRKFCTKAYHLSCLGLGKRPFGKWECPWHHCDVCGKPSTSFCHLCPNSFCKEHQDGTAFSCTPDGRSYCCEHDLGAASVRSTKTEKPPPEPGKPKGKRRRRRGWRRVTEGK
# PKA-R2B act – PKA-R2B complex activation. 0.079% of 340,000 active. activation, % at 11.4 µM. AID 504700. P22694+P31323. PKA-R2B holoenzyme dissociation, Cy5-IP20 fluorescence polarization; R2B truncated from residue 108, S112A mutant; 0% DMSO only, 100% 113 µM cGMP;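 active means activation above a cutoff set at the mean over all compounds plus 3 SD, cut at about 18% in these data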;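 further: higher means more holoenzyme dissociation and a rise in polarization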
# Pemphigus Ab inh – human desmoglein-3 autoantibody binding inhibition | DSG3-coupled beads, scFv-anti-DSG3-GFP binding, flow cytometry; stronger effect = lower value | P32926 | 0.48% of 310,000 active | AID 588358 | binding (percent of control), % at 10 µM;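 active means binding more than 3 SD below its plate's average and above zero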;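 further: hits lower antibody fragment binding to DSG3; some compounds called inactive have numbers as strong as hits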
# MITF TRPM1 HTS – increases MITF-driven TRPM1 promoter luciferase signal. SK-MEL-5 TRPM1-promoter luciferase, 24 h; % of positive control, neutral wells = 0. activation, % at 12.5 µM. 0.75% of 300,000 active. AID 588334;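 active means mean activation of at least 80% with every replicate also reaching 80%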;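 further: 0% = neutral control wells and 100% = parthenolide positive control wells; values of inactives mirror those of a sister screen read the other way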
# CDK5 inh – CDK5/p35 (human) kinase inhibition; Q00535+Q15078; 0.01% of 330,000 active; Recombinant CDK5/p35, ADP-Glo luminescence, 60 min; inhibition, % at 10 µM; AID 488839;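 active means highest replicate inhibition of at least 50% and at least 75% of replicates reaching 50%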;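 further: plate controls were DMSO neutral control for no effect and GW8510 at 10 µM for full effect; many of its hits are not listed in these tables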
# PKA-R1A activ – activates the PKA-R1A holoenzyme complex | P00514+P68181 | PKA-R1A dissociation, Cy5-IP20 fluorescence polarization; scaled: DMSO 0%, 113 µM cGMP 100% | activation, % at 11.4 µM | 0.083% of 340,000 active;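 active means percent activation above the mean of all tested compounds plus 3 SD, cut at about 19% in these data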;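 further: higher means more PKAc released from R1A so a rise in polarization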
# Mot1-301 SUMO – SUMOylation pathway inhibition by Mot1-301 growth rescue | S. cerevisiae Mot1-301 growth rescue, ATP luminescence, 38.5C; percent above DMSO median, 100 means doubled | growth rescue, % at 18.8 µM | 1% of 320,000 active | AID 2716;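 active means every valid replicate shows activation above 250% relative to neutral control wells; inactive means the rest, any valid replicate at or below 250%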;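 further: OY570 slx delta 5 strain wells were the positive control but not used for scaling; some compounds called inactive have numbers as strong as hits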
# * hit, by the source's call; · = no result given. Compounds were not picked by outcome; overall some 4.7% were active at least once.
# Second line of a record – NSD2 inh	PKA-R1A activ	Arr AP2 block	SR-BI HDL uptake	CDK5 inh	dFosB act	Mot1-301 SUMO	MITF TRPM1 HTS	SR-BI uptake up	PKA-R2B act	Pemphigus Ab inh
1. C=C(C)CSc1nnc([C@@H](NC(=O)OC(C)(C)C)C(C)CC)o1 (stereo partly drawn)
    0.2	3.2	-13.8	18.4	-3.3	-0.9	5.5	-5.0	-18.4	7.2	106.1
2. CS(=O)(=O)N1CCC(Oc2ccccc2C(=O)NC2CCOC2)CC1 (stereo not drawn)
    3.0	0.9	3.8	2.8	-3.1	1.5	-18.2	2.6	-2.8	2.6	108.5
3. CC(=O)Nc1cccc(NC(=O)C2CC(=O)N(C3CCCCC3)C2)c1 (stereo not drawn)
    -3.6	2.3	60.9*	-9.2	-1.0	-1.4	-7.5	-8.1	·	1.3	108.4
4. CCCc1cc(C(=O)N2CCCC(C(=O)c3ccc(Cl)cc3)C2)n(C)n1 (stereo not drawn)
    -1.8	0.1	-6.1	6.3	-3.6	-3.8	-7.8	-7.6	-6.3	3.9	·
5. CC1=NCCN1S(=O)(=O)c1c(C(C)C)cc(C(C)C)cc1C(C)C
    -1.8	-9.8	23.7	-13.1	2.4	-6.2	-9.6	-3.2	13.1	-4.6	·
6. CCC(Oc1ccccc1)C(=O)Nc1nnc(C(F)(F)F)s1 (stereo not drawn)
    1.2	-1.4	25.9	-25.5	-0.6	-0.3	6.9	8.4	25.5	0.3	87.7
7. CCOC(=O)c1cccc(Nc2nc(-c3cccnc3)nc3ccccc23)c1
    4.2	-0.4	-7.2	36.6	2.9	-18.3	22.6	-18.3	-36.6	-7.5	109.5
8. CCOc1ncccc1C(=O)OCC(=O)Nc1ccc2c(c1)OCCO2
    -3.2	8.8	0.7	1.1	-2.1	0.3	·	14.5	-1.1	4.3	101.3
9. CCC(OC(=O)c1ccco1)C(=O)NCc1ccc(C)cc1 (stereo not drawn)
    -0.4	-4.9	6.7	-20.6	-0.1	-8.3	3.8	-2.7	20.6	-1.5	97.0
10. CCOC(=O)c1c(NC(=O)CSc2nnc(C)c(=O)[nH]2)sc2c1CCC2
    4.3	-6.9	5.5	-9.7	1.2	1.3	-5.4	-8.6	9.7	-10.0	103.5
11. COc1ccc(-c2cn3ccccc3n2)cc1
    -6.7	7.2	-17.6	·	4.7	2.3	-20.5	0.1	·	-1.3	96.4
12. CCOC(=O)c1cnc(SCC(=O)Nc2cc(OC)ccc2OC)nc1N
    -1.9	-12.1	24.7	14.0	-0.5	-8.4	26.1	-9.1	-14.0	-2.5	103.7
13. CCCNC(=O)N1CCN(c2ncccn2)CC1
    -4.0	0.2	8.7	2.1	-0.6	-0.5	0.9	2.1	-2.1	1.6	100.2
14. O=C(CN1CCC(O)(c2ccc3c(c2)OCO3)CC1)OC1CCCCC1
    1.0	7.8	0.9	-4.0	-2.4	-10.3	7.9	1.2	4.0	0.5	77.3
15. O=S(=O)(O)CCS
    ·	1.4	-5.4	7.3	-1.6	4.0	26.1	-2.9	-7.3	-4.7	87.3
16. Cc1ccc(F)cc1NC(=O)c1ccc(OCC2CCCO2)cc1 (stereo not drawn)
    -3.5	-13.5	29.4	25.4	0.0	-0.9	-25.1	44.3	-25.4	-18.9	·
17. COc1ccc(C(=O)Nc2cccc(/C=C(\CCC(=O)O)c3nc4ccccc4s3)c2)cc1
    ·	-7.6	-2.6	14.9	1.3	-19.1	-9.5	2.8	-14.9	-1.2	97.1
18. CC1CN(c2nc3ccccn3c(=O)c2/C=C(\C#N)C(=O)N2CCOCC2)CC(C)O1 (stereo not drawn)
    -1.2	6.9	-13.9	-10.9	-0.7	-7.1	-0.3	·	10.9	-5.2	109.1
19. Cc1cc(OCC(=O)OCC(=O)Nc2cc(C(F)(F)F)ccc2N2CCOCC2)ccc1Cl
    -2.6	-6.3	4.8	-4.4	-4.9	-9.5	-2.2	-2.1	4.4	1.6	99.2
20. COc1cc2cc(CCCOC(=O)c3ccco3)oc(=O)c2cc1OC
    ·	-8.6	7.8	27.1	-1.8	3.2	-6.9	11.6	-27.1	1.9	106.4

# (further entries)
# Second line of a record – NSD2 inh	PKA-R1A activ	Arr AP2 block	SR-BI HDL uptake	CDK5 inh	dFosB act	Mot1-301 SUMO	MITF TRPM1 HTS	SR-BI uptake up	PKA-R2B act	Pemphigus Ab inh
21. COc1ccc(F)cc1C(=O)COC(=O)c1n[nH]c(=O)c2ccccc12
    -2.8	-10.2	3.3	-11.4	-0.9	0.1	-13.2	-7.2	11.4	0.7	102.1
22. CCCCn1c(N)c(N(CCOC)C(=O)c2cc(-c3ccccc3)nc3ccccc23)c(=O)[nH]c1=O
    -0.3	-5.5	-3.5	-10.5	1.5	-14.4	5.1	-2.7	10.5	-2.4	100.3
23. CCN(CC)c1ccc(/C=N/NC(=O)c2cc3ccccc3[nH]2)cc1
    -2.7	0.7	31.2	-15.4	-1.3	9.5	-15.9	13.1	15.4	-4.2	103.0
24. CCCCc1nc2cc(C(=O)NCCc3cnn(C)c3)ccc2o1
    -0.2	13.6	-1.7	23.5	0.7	-1.9	249.2	12.9	-23.5	8.7	107.6
25. Cc1cc(-n2nc(C)cc2C)nc(N)n1
    -0.4	0.4	7.7	-30.7	-1.0	2.3	6.7	-8.4	30.7	-7.9	100.1
26. CCCNC(=O)c1cccc(COCC(F)(F)F)c1
    -3.3	-10.5	27.8	-14.5	0.5	2.7	123.6	0.7	14.5	0.4	·
27. COc1ccc(C(C)(C)C)cc1NC(=O)c1cncc(Br)c1
    -2.4	-15.3	-11.6	53.1	1.5	2.0	11.2	3.8	-53.1	-7.0	·
28. O=C(c1ccc(N2CCCC2)c([N+](=O)[O-])c1)N1CCN(CCO)CC1
    5.4	-3.3	-0.5	-4.1	-1.1	-7.9	-0.8	-3.3	4.1	-7.4	103.4
29. COc1ccc(C(C(=O)NC2CCCCC2)N(C(=O)CCl)c2ccc(OC)cc2)cc1 (stereo not drawn)
    -0.3	-7.6	-2.2	6.2	2.1	-11.2	2.4	-80.1	-6.2	-5.7	83.5
30. Cc1cccc(C2=NN(c3ccccc3)[C@@H](C(=O)N3CCOC3=O)[C@@H]2c2ccccc2)c1
    ·	-0.3	-11.7	13.6	-0.2	-11.9	·	-8.1	-13.6	1.9	97.3
31. COc1cc(NC(=S)N2CCN(Cc3ccccc3)CC2)cc(OC)c1
    3.7	5.5	4.4	-4.8	-1.4	-15.5	80.5	1.7	4.8	-5.5	·
32. CCn1c(CNC(=O)Cc2ccc(OC)cc2)nnc1SCCOc1ccccc1
    -0.8	-9.7	-0.3	28.9	0.0	-5.5	0.2	-2.0	-28.9	-10.1	97.2
33. Cc1cc(C)c(Cn2cnc3ccccc32)c(C)c1
    0.1	-10.4	20.4	-3.8	3.6	0.5	-34.6	4.1	3.8	-14.1	103.0
34. CCOCCCNC(=O)CN1C(=O)COc2ccc(S(=O)(=O)N3CCCC3)cc21
    -5.1	3.5	5.7	5.2	0.1	3.2	-10.2	9.3	-5.2	1.6	101.3
35. CCCCCCSc1ccc([C@H]2N[C@@](C)(C(=O)OC)[C@H]3C(=O)N(CC)C(=O)[C@@H]23)cc1
    ·	3.9	7.7	-2.1	-0.9	-4.0	-17.9	6.4	2.1	-5.6	105.3
36. O=C(CN1CCN(c2ccc(F)cc2)CC1)Nc1nnc(-c2ccccc2)s1
    0.8	-17.2	-2.4	15.2	1.2	-4.0	67.1	2.7	-15.2	-5.7	102.8
37. Cc1cccc(NCc2n[nH]c(=S)n2-c2ccccc2)c1
    0.8	-12.5	1.8	-7.8	-1.3	6.3	8.7	20.8	7.8	-10.0	89.0
38. CC(=O)Nc1sc(C)c(C)c1C(=O)OCC(=O)N(C)C1CCS(=O)(=O)C1 (stereo not drawn)
    -0.7	-5.1	3.7	19.8	-0.5	-7.4	-16.1	-11.5	-19.8	5.4	127.5
39. CCN(CCS(=O)(=O)c1ccc(Cl)cc1)C(=O)Nc1ccc(Cl)cc1
    7.2	-2.8	9.0	2.7	-0.5	4.7	134.6	12.8	-2.7	2.5	105.7
40. CCOc1ccc(OCCC(=O)OCC(=O)c2c(N)n(C)c(=O)n(C)c2=O)cc1
    11.4	0.1	-7.5	-28.6	-0.5	-3.7	-4.7	4.1	28.6	-5.2	103.3

# An excerpt of these results, with one line to a screen:
27. COc1ccc(C(C)(C)C)cc1NC(=O)c1cncc(Br)c1
28. O=C(c1ccc(N2CCCC2)c([N+](=O)[O-])c1)N1CCN(CCO)CC1
29. COc1ccc(C(C(=O)NC2CCCCC2)N(C(=O)CCl)c2ccc(OC)cc2)cc1 (stereo not drawn)
30. Cc1cccc(C2=NN(c3ccccc3)[C@@H](C(=O)N3CCOC3=O)[C@@H]2c2ccccc2)c1
31. COc1cc(NC(=S)N2CCN(Cc3ccccc3)CC2)cc(OC)c1
32. CCn1c(CNC(=O)Cc2ccc(OC)cc2)nnc1SCCOc1ccccc1
33. Cc1cc(C)c(Cn2cnc3ccccc32)c(C)c1
34. CCOCCCNC(=O)CN1C(=O)COc2ccc(S(=O)(=O)N3CCCC3)cc21
assay / entry,27,28,29,30,31,32,33,34
NSD2 inh,-2.4,5.4,-0.3,·,3.7,-0.8,0.1,-5.1
PKA-R1A activ,-15.3,-3.3,-7.6,-0.3,5.5,-9.7,-10.4,3.5
Arr AP2 block,-11.6,-0.5,-2.2,-11.7,4.4,-0.3,20.4,5.7
SR-BI HDL uptake,53.1,-4.1,6.2,13.6,-4.8,28.9,-3.8,5.2
CDK5 inh,1.5,-1.1,2.1,-0.2,-1.4,0.0,3.6,0.1
dFosB act,2.0,-7.9,-11.2,-11.9,-15.5,-5.5,0.5,3.2
Mot1-301 SUMO,11.2,-0.8,2.4,·,80.5,0.2,-34.6,-10.2
MITF TRPM1 HTS,3.8,-3.3,-80.1,-8.1,1.7,-2.0,4.1,9.3
SR-BI uptake up,-53.1,4.1,-6.2,-13.6,4.8,-28.9,3.8,-5.2
PKA-R2B act,-7.0,-7.4,-5.7,1.9,-5.5,-10.1,-14.1,1.6
Pemphigus Ab inh,·,103.4,83.5,97.3,·,97.2,103.0,101.3

# High-throughput results as filed in PubChem.
